# HGIII-sPLA2 inh: Blocks human group III sPLA2 activity; QFRET BODIPY PC-A2 liposome hydrolysis, fluorescence; Q9NZ20; hit rate 0.56% among 370,000; inhibition, % at 12.2 µM;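 active means inhibition above mean plus 3 SD of compounds lying within the high and low control bounds, cut at about 19% in these data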;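 further: 0% = median of test compound wells and 100% = no enzyme DMSO wells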
# PLC-beta3 inh: inhibitors of human phospholipase C beta3; Purified PLC-beta3, fluorogenic substrate, fluorescence; inhibition, % at 12.2 µM; hit rate 0.18% among 370,000; AID 720704; in the data active means inhibition above about 11%;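 further: 0% = median of compound wells on plate and 100% = full blocker control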
# hcDAF-12 act: H. contortus DAF-12 activation, primary screen; HEK293 hcDAF-12 lit1-tk-luc reporter, luminescence; 0% DMSO, 100% Δ7-dafachronic acid; activation, % at 6.8 µM; hit rate 1.4% among 370,000;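 active means activation above the mean of all tested compounds plus 3 SD, cut at about 5.5% in these data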;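 further: 100% = response to 3 µM Δ7-dafachronic acid high control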
# ADAM17 inh: ADAM17 inhibition, QFRET primary screen; recombinant ADAM17, EDANS/DABCYL FRET peptide cleavage; inhibition, % at 6.95 µM; hit rate 0.83% among 370,000;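 active means inhibition above the mean of compounds lying between control limits plus 3 SD, set per campaign, cut at about 8.5% in these data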;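 further: 0% = DMSO-only wells as the low control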
# hgDAF-12 ag: agonists of H. glycines DAF-12 nuclear receptor; HEK293 GAL4-hgDAF12 UAS-luciferase reporter, agonist luminescence; normalized to butyrate control; activation, % at 6.8 µM; hit rate 1.8% among 370,000; AID 687014;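 active means activation above a cutoff set at the mean of all screened compounds plus 3 SD, cut at about 10% in these data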;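 further: 0% = DMSO wells and 100% = sodium butyrate wells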
# ssDAF-12 act: S. stercoralis DAF-12 activation, primary screen; HEK293 ssDAF-12/GRIP1 lit1-tk-luc reporter, luminescence; % of 3 µM dafachronic acid response; activation, % at 6.8 µM; hit rate 1% among 370,000;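 active means activation above the mean over all tested compounds plus 3 SD, cut at about 0.9% in these data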;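 further: 0% = DMSO-only wells and 100% = 3 µM delta7-dafachronic acid wells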
# GAA850 FXN act: increases GAA850 frataxin promoter reporter activity | HEK293 lucGAA850 FXN promoter luciferase reporter, 24 h; percent of 10 µM SAHA response | activation, % at 6 µM | AID 540364 | hit rate 0.56% among 360,000;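 active means activation above the average of all compounds screened plus 3 SD, cutoff fixed separately per campaign, cut at about 7.5% in these data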;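 further: 0% = DMSO wells and 100% = 10 µM SAHA wells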
# DAX1 inh-1: NR0B1 (DAX1) inhibition. P51843. HEK293 Gal4-DAX1 luciferase reporter, luminescence. inhibition, % at 6.75 µM. hit rate 0.99% among 340,000. AID 504766;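 active means inhibition above the mean over all tested compounds plus 3 SD, cut at about 4.2% in these data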;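 further: 0% = DAX1-transfected cells with DMSO and 100% = empty-vector control cells with DMSO; inhibition shows as a rise in luminescence from relieved DAX1 repression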
# Target sequence (P51843 207-470 limits assumed): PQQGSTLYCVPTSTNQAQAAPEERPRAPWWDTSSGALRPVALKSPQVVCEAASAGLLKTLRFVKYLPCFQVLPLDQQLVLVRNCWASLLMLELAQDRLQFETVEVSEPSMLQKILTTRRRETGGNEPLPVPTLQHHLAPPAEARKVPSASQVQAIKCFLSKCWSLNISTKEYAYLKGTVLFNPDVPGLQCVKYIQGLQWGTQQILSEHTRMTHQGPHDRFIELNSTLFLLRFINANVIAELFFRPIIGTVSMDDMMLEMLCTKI
# ADAM10 inh: inhibitors of human ADAM10. O14672. recombinant ADAM10, EDANS/DABCYL FRET peptide cleavage, 3 h. inhibition, % at 7 µM. hit rate 0.62% among 370,000. AID 720582;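 active means inhibition above a per-campaign cutoff equal to the mean of compounds falling between control-based bounds plus 3 SD, cut at about 20% in these data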;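 further: 0% = DMSO wells while the 100% control is not disclosed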
# Target sequence (O14672 214-748 limits assumed): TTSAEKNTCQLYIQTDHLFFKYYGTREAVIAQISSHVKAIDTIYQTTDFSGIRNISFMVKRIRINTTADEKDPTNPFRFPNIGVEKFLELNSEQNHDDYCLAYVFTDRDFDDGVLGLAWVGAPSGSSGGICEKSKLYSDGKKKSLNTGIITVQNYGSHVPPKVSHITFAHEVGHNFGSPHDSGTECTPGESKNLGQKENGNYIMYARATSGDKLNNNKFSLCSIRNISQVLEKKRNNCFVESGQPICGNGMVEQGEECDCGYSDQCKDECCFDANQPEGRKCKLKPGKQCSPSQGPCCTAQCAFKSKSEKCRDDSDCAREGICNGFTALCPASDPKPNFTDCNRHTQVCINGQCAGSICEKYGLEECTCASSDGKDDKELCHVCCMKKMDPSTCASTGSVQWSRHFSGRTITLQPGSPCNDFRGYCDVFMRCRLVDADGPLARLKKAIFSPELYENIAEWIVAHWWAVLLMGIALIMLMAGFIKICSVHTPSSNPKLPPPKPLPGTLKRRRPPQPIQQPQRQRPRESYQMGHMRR
# PLCg1 inh: blocks human PLC-gamma1 enzyme activity; hit rate 0.84% among 370,000; inhibition, % at 12.2 µM; purified PLC-gamma1, fluorogenic substrate, fluorescence; AID 720700; in the data active means inhibition above about 9.5%
# DAX1 inh-2: blocks DAX1 repression of SF-1 activated StAR promoter; HEK293T StAR-luciferase reporter, SF-1/DAX-1 repression relief; inhibition, % at 6.8 µM; hit rate 1.1% among 370,000; AID 652010;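 active means inhibition above the mean over all tested compounds plus 3 SD, cut at about 3.6% in these data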;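 further: 0% = DAX-1 cells with DMSO and 100% = cells lacking DAX-1 with DMSO; higher inhibition means more luminescence from relief of DAX-1 repression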
# * hit, by the source's call; . = no result given. Random draw from the library. Share with any hit: about 6.9%.
canonical_smiles	HGIII-sPLA2 inh	PLC-beta3 inh	hcDAF-12 act	ADAM17 inh	hgDAF-12 ag	ssDAF-12 act	GAA850 FXN act	DAX1 inh-1	ADAM10 inh	PLCg1 inh	DAX1 inh-2
COc1cccc(C(c2sc3ncnn3c2O)N2CCN(C(=O)c3ccco3)CC2)c1 (centres undefined)	-1	1	3.2	-1	0.3	-1.1	1.0	0.2	-1	1	-1.0
CC(C)CCSc1nc2[nH]ncc2c(=O)[nH]1	-8	-2	-1.4	-1	1.8	-1.6	1.3	1.8	-5	-2	0.7
Cc1cccc(N(CC(=O)NCCc2ccccc2)C(=O)CCC(=O)Nc2ccccn2)c1C	-5	-5	-2.5	0	-2.1	-1.1	1.5	4.1	2	1	-0.4
COC(=O)C1CCN(Cc2cn(Cc3ccccc3)nc2-c2cc3ccccc3o2)CC1	-15	-3	1.5	3	5.1	-0.6	-0.2	0.8	0	5	-0.1
COC(=O)/C(=C/c1ccc(OC)cc1)NC(=O)c1ccco1	5	3	0.4	-1	1.2	-0.9	3.4	-1.5	-8	2	0.2
CC(=O)c1ccc(OCc2cc(C(=O)N3CCOCC3)no2)cc1	9	-7	5.4	4	10	-0.3	3.4	0.3	-2	7	1.9
O=C(Nc1cc(Sc2nc3ccccc3s2)cc([N+](=O)[O-])c1)c1ccccc1F	1	-1	1.6	-1	0.9	-0.9	-1.2	0.6	-4	2	-0.9
O=C(COC(=O)/C=C/c1ccc(S(=O)(=O)N2CCOCC2)cc1)Nc1ccccc1F	1	0	-1.2	-2	0.1	-0.8	0.3	0.4	-8	1	0.6
COc1ccc(NS(=O)(=O)c2cc(-c3cnc(C4CC4)o3)ccc2C)cc1	-17	-2	0.0	7	1.1	-1.1	-6.8	-3.0	4	4	-0.9
Cc1ccc(NC(=O)Cn2nnc(-c3ccncc3)n2)cc1C	1	-2	-3.1	-3	-0.5	-0.4	.	.	-3	3	-0.3
Cc1ccc(-c2csc3nc(C)n(N)c(=O)c23)o1	-9	-8	3.2	-4	4.8	-0.8	3.8	1.4	-9	-9	1.2
O=C(NC1CCN(Cc2ccccc2)C1)c1cc(COc2ccc(F)cc2F)on1 (centres undefined)	-5	-1	0.7	2	-1.6	-1.1	0.6	2.4	2	-1	-0.1
O=C(c1ccc([N+](=O)[O-])cc1)N1CCOC12CCN(c1ncc(C(F)(F)F)cc1Cl)CC2	4	9	-0.1	6	-0.1	-1.4	0.0	1.5	9	11*	-0.7
CCCNC(=O)COC(=O)c1ccc(S(=O)(=O)N2CCCC2)cc1	-2	-1	-0.8	-1	1.9	-1.0	0.8	0.2	1	2	0.1
COc1ccc(NS(=O)(=O)c2cccc(C(=O)NC3CCN(Cc4ccccc4)CC3)c2)cc1	-19	-6	-4.1	5	-1.1	-1.7	-2.2	-1.8	-5	4	-6.8
CCC(=O)Nc1ccc(NC(=O)c2cc3ccccc3o2)c(OC)c1	-2	-27	2.5	-32	6.6	-0.3	5.5	4.0	-59	-16	1.0
COc1ccc(Cl)cc1NC(=S)N1CCN(C(=O)c2ccco2)CC1	-5	5	-0.9	3	0.7	-1.1	-0.1	-1.5	7	3	0.0
COC(=O)CSc1nc(NCc2ccccc2)nc(N(C)C)n1	1	-2	-2.0	-3	0.5	-2.0	3.7	-0.5	1	0	-0.2
COC(=O)/C=C/c1ccc2c(c1)S(=O)(=O)N(Cc1ccc(OC)cc1)[C@H]2CC(=O)OC	-3	-4	-0.9	-4	-2.7	-1.2	2.3	1.4	2	-2	-0.4
Cc1ccc([C@H]2C[C@@H](O)[C@H](n3cc(C4CC4)nn3)CN2CC2CCCCC2)cc1	1	2	-0.8	3	-1.7	-1.8	-1.2	1.4	3	0	0.5
Cn1c(NCc2ccco2)nc2ccccc21	3	4	-0.5	2	2.5	-1.6	3.6	-0.9	4	2	-0.1
CC(CNC(=O)CCCn1c(=O)c2cccn2c2cccnc21)c1ccccc1 (centres undefined)	11	-2	-1.1	-9	-0.6	-1.2	-1.7	-0.5	-18	-3	0.4
CCC1CCCCN1CCCNC(=O)Cn1cc2c(n1)-c1c(oc(C(=O)N3CCCC3)c1C)CC2 (centres undefined)	-4	-56	-1.4	-17	0.5	-1.1	-2.0	0.5	-85	-42	0.1
CC(NC(=O)Nc1ccccc1)C(c1cccs1)N1CCN(C)CC1 (centres undefined)	6	-1	3.2	-1	2.2	-0.9	-0.9	0.5	-9	-1	-0.5
Cc1cc(C)n(C(=O)CNC(=O)c2cccc(Cl)c2)n1	3	1	-2.1	1	1.9	-0.4	-1.1	-0.2	-2	3	0.2
CCCc1sc(C(=O)Nc2nnc(C3CC3)s2)cc1CC	5	-12	0.1	-3	-1.4	-0.9	0.5	-0.5	1	-7	2.4
CCOC(=O)c1c(-c2cccc([N+](=O)[O-])c2)csc1NC(=O)C1CC1	-3	-1	-0.9	0	-0.6	-2.1	2.0	0.5	2	-1	-0.5
COc1ccc(CN(CCN2CCOCC2)C(=O)c2cccc(F)c2)cc1OC	5	0	-3.0	1	0.2	-1.0	.	.	-8	-1	-0.1
CCOC(=O)c1cc(C(=O)NC(C)c2ccccc2)c(C)[nH]c1=O (centres undefined)	1	0	-0.2	-1	-1.4	-1.3	-0.6	1.7	-3	0	-0.4
O=C(CN1CCN(c2ccc(C(F)(F)F)cn2)CC1)NCc1ccc2c(c1)OCO2	0	-9	-0.6	-3	-0.6	-1.1	0.6	-1.6	1	-2	-0.2

# The list goes on.
canonical_smiles	HGIII-sPLA2 inh	PLC-beta3 inh	hcDAF-12 act	ADAM17 inh	hgDAF-12 ag	ssDAF-12 act	GAA850 FXN act	DAX1 inh-1	ADAM10 inh	PLCg1 inh	DAX1 inh-2
CSCCC(NC(=O)c1ccco1)C(=O)NCC(C)(C)N1CCOCC1 (centres undefined)	0	-4	0.0	-4	-0.1	-0.7	-1.5	-0.9	-9	-1	0.5
COc1ccc(C(=O)Nc2ncccc2C)cc1S(=O)(=O)N1CCOCC1	5	-2	0.3	3	-0.9	-0.6	-0.7	-0.1	-3	4	-1.0
CC(C)c1ccc(NC(=O)C2CCN(S(=O)(=O)c3ccc4c(c3)C(C)(C)C(=O)N4C)CC2)cc1	-5	2	-2.9	-2	1.6	-0.7	-0.1	-1.3	-6	-3	-2.0
COc1ccc(C(=O)Nn2c(CCC(=O)O)ccc2-c2ccc(C)cc2)cc1OC	-13	-2	-0.8	1	-2.8	-1.1	-1.5	-0.4	-7	1	-0.6
O=C(NCCNC(=O)c1cc(OCC(F)(F)F)ccc1OCC(F)(F)F)Nc1cccc(C(F)(F)F)c1	-14	-1	-2.3	12*	-1.5	-1.6	-2.0	0.5	37*	2	-1.7
Cc1cccc(CN2CCC(CNC(=O)CSc3cc(=O)n(C)c4cc(Cl)ccc34)CC2)c1	-2	0	-1.3	-6	-1.0	-0.5	-1.4	-0.2	-8	1	0.3
Cc1ccc(OCC(=O)Nc2ccccc2C(=O)N2CCCCC2)cc1	-8	-4	-1.3	-1	1.0	-1.4	0.0	-1.0	1	5	-0.1
COc1ccc(NC(=O)COc2ccc(CNCCCN3CCOCC3)cc2OC)cc1	0	6	-0.2	5	-0.9	-1.2	-0.3	-0.7	8	10*	1.0
O=C(CN1C(=O)NC(c2ccccc2)(c2ccccc2)C1=O)Nc1cccnc1Cl	-6	2	0.2	1	2.1	-0.7	1.2	2.5	2	2	0.5
O=C(CSc1nnc(-c2cccnc2)o1)N1CCCCC1	6	-3	0.3	3	0.9	-1.0	0.9	1.3	0	2	0.5
COC(=O)c1cccc(-n2nnnc2SCC(=O)Nc2nc3c(s2)CCCC3)c1	-8	1	-2.5	2	-1.8	-1.5	-0.4	-1.2	11	4	-0.9
Cc1ccc(S(=O)(=O)N(C)CC(=O)NCc2ccncc2)cc1	1	1	-0.2	-5	-1.3	-1.6	1.5	1.2	2	-4	0.7
Cc1cc(C)n(C(=O)c2cc3ccccc3c(=O)o2)n1	4	-2	-0.2	-9	-1.9	-1.1	0.6	-0.4	-9	1	0.1
O=C(N1CCCCC1)N1CCN(C(=O)N2CCCCC2)CC1	1	2	-1.5	0	-0.5	-0.4	0.4	-0.6	5	-1	0.2
CCCc1nc2c(sc3nc4c(cc32)COC(C)(C)C4)c(=O)n1CCN(C)C	-1	-9	-0.8	-4	-3.8	-1.1	-0.2	-0.7	-3	-3	-0.8
COc1ccc(-c2cc(-c3nnc(COC(=O)c4ccncc4)o3)c3ccccc3n2)cc1OC	-3	-106	0.2	-4	-3.1	-1.9	-3.2	-1.6	-6	-80	-3.9
C[C@H]1COc2cc(F)ccc2S(=O)(=O)N1C	6	2	-2.2	-3	-1.0	-2.0	.	.	-2	-1	-0.5
CSc1cccc(NC(=O)CNC(=O)c2ccc3c(c2)OCO3)c1	-12	-1	-1.6	-2	-0.9	-0.6	-1.0	0.1	-3	-2	-1.5
COc1cccc(CCN2CCC(CNS(=O)(=O)c3cc(-c4cc(C)no4)ccc3OC)CC2)c1	-45	1	-5.0	-1	-3.9	-1.7	-1.5	-0.1	-2	4	-1.1
COc1ccc(C(CNC(=O)Cn2c(=O)oc3ccccc32)N(C)C)cc1 (centres undefined)	-4	-1	0.5	-1	-0.7	-0.9	-1.8	0.7	6	3	0.5
CCO[C@H]1OC(C(=O)Nc2ccccc2)=C[C@@H](c2cn(C(C)=O)c3ccccc23)[C@@H]1CCCO	-34	1	-1.5	5	0.5	-1.8	-0.8	-1.2	2	4	-0.1
Cc1noc(C)c1CSCC(=O)OCc1nnc(-c2ccc([N+](=O)[O-])cc2)o1	-9	-4	2.0	-1	1.9	-1.6	0.3	0.9	5	1	0.3
COc1ccc2c(c1)c(CC(=O)Nc1nnc(C3CC3)s1)c(C)n2C(=O)c1ccc(Cl)cc1	-4	-12	-0.9	0	0.1	-1.9	-10	-3.7	0	-5	-0.9
CC1CCc2c(sc(NC(=O)Cn3cnc([N+](=O)[O-])n3)c2C(N)=O)C1 (centres undefined)	4	2	0.0	1	-1.8	-1.0	2.4	0.1	2	0	-0.1
O=C(c1ccc(CS(=O)(=O)c2ccc(Br)cc2)o1)N1CCN(c2ncccn2)CC1	5	0	0.0	0	4.1	-1.4	-1.5	0.3	-8	1	-0.4
CCC1Oc2ccc(C)cc2N(CC(=O)N(Cc2ccc3c(c2)OCO3)CC2CCCO2)C1=O (centres undefined)	-4	2	-1.9	3	1.4	-1.7	0.9	-0.9	8	4	1.3
CCOC(=O)N1CCN(c2c(Nc3ccc4c(c3)OCCO4)c(=O)c2=O)CC1	1	5	-1.1	2	-1.0	-0.6	-1.4	0.0	2	3	-0.1
O=C(Nc1c2c(nn1-c1cccc(Cl)c1)CS(=O)(=O)C2)c1cccs1	-10	-13	-0.6	-2	-0.2	-0.8	0.9	0.7	6	-1	-0.6
